From PubChem
PPARg SRC-3 ag – agonists of human PPARgamma SRC-3 coactivator recruitment | AID 731 | biochemical PPARgamma/SRC-3 coactivator recruitment assay | P37231 | 200,000 compounds, 0.26% hits | activation, % at 8 µM; in the data active = activation above about 23%;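 also: 0% = DMSO and 100% = reference agonist; some compounds past the cut are filed as inactive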
S1P3 antag – blocks the human S1P3 receptor | CHO S1P3 NFAT-BLA reporter, FRET fluorescence, antagonist mode | inhibition, % at 4.98 µM | AID 485 | Q99500 | 170,000 compounds, 0.27% hits;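 active = inhibition above the plate cutoff, the mean inhibition of test wells on that plate plus 3 SD, cut at about 28% in these data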;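 also: cells challenged with S1P at its EC80 of 0.8 µM; blue over green emission ratio from cleaved BLA substrate after 4 h stimulation; 0% = S1P-stimulated wells and 100% = unstimulated DMSO-only wells; some compounds past the cut are filed as inactive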
Target sequence (Q99500 whole entry, looked up): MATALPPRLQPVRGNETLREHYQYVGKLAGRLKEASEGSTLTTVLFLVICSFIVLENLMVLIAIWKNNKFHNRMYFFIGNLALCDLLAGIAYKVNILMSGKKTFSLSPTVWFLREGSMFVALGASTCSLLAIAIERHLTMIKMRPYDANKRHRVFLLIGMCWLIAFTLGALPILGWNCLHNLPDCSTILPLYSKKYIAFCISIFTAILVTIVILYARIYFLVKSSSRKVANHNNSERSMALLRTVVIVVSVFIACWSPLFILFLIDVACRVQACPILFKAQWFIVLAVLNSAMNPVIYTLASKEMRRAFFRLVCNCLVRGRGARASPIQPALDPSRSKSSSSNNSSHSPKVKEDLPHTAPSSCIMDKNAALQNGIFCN
DTT redox prof – compounds producing H2O2 with reducing agent – biochemical, NIH compound library profiling, artefact control for MLSCN library redox annotation, primary screen; DTT-dependent redox cycling H2O2, phenol red/HRP absorbance; 100% = 100 µM peroxide control, 0% = buffer; activation, % at 10 µM; 200,000 compounds, 0.03% hits; AID 878;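 active = activation of at least 50% relative to the plate's high and low controls in the primary single-dose screen; inactive = activation below 50%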;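 also: compound incubated with DTT at 0.8 mM final as the reducing agent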
PPARg SRC-2 ag – promotes SRC-2 coactivator recruitment by human PPARgamma; PPARgamma LBD-SRC-2 recruitment, biochemical; P37231; AID 1032; 200,000 compounds, 0.34% hits; activation, % at 8 µM; in the data active = activation above about 22%;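 also: 0% = vehicle and 100% = reference agonist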
TR-FRET SRC-2 ct – flags TR-FRET format artefacts in PPARgamma SRC-2 recruitment agonist screen; TR-FRET artefact counter-screen; stronger effect = higher value; TR-FRET ratio at 8 µM; 200,000 compounds, 0.4% hits; in the data active = TR-FRET ratio above about 2000; also: inactives centre near 1500
ROMK mod – human ROMK K+ channel modulation, primary screen | AID 1918 | Tet-inducible ROMK, thallium flux fluorescence; actives lie on both sides | B-score at 10 µM | 130,000 compounds, 2% hits | P48048;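 active = signal ratio slope over the read window, or its plate-corrected B-score, at least 3 SD from the plate mean, either direction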;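 also: B-score of the F/F0 ratio slope over 7 to 12 s after thallium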
Target sequence (P48048 whole entry, looked up): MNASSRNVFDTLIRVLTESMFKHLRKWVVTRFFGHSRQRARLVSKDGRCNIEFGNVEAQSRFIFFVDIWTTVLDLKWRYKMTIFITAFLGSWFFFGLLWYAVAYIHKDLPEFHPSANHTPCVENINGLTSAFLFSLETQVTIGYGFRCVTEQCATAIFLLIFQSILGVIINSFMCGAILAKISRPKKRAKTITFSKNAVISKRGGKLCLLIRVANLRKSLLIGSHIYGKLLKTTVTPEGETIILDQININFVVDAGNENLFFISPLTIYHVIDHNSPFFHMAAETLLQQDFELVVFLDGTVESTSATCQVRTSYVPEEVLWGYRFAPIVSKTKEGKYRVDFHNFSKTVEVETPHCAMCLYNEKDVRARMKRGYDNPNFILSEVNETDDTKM
HMGR II inh – blocks class II HMG-CoA reductase of Enterococcus faecalis. purified E. faecalis HMGR, NADPH absorbance 340 nm kinetic. AID 1066. inhibition, % at 10 µM. 190,000 compounds, 0.41% hits;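 active = inhibition above a set limit, the median over all tested compounds plus 3 SD, cut at about 9.5% in these data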;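 also: enzyme runs in reverse so mevalonate oxidation gives rising NADPH absorbance; 0% = complete reaction with DMSO and 100% = background rate lacking mevalonate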
Lmaj promast – Leishmania major promastigote growth inhibition; inhibition, % at 10 µM; Leishmania major promastigotes, resazurin fluorescence viability; AID 1063; 200,000 compounds, 9% hits; in the data active = inhibition above about 50%;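 also: promastigotes grown with compound for 44 hours at 28 °C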
RAM network inh – yeast RAM network inhibition | S. cerevisiae dse1pr::URA3 reporter, 5-FOA growth OD615, 2 d; analog-sensitive cbk1-as2 kinase mutant strain | inhibition, % at 50 µM | 190,000 compounds, 1.8% hits;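 active = inhibition above a set limit, 3 SD over mean compound inhibition, cut at about 8.4% in these data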;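 also: 0% = DMSO-only wells with no growth and 100% = 10 µM 1-NA-PP1 full growth; inhibition rescues growth on 5-FOA so higher OD means more RAM inhibition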
PPARg SRC1 recr – promotes SRC-1 coactivator recruitment by human PPARgamma; PPARgamma-SRC-1 coactivator recruitment biochemical assay; 200,000 compounds, 0.41% hits; activation, % at 8 µM; in the data active = activation above about 19%;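 also: 0% = DMSO and 100% = reference agonist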
bIAP inh – blocks bovine intestinal alkaline phosphatase activity. purified bovine IAP, CDP-star luminescence, 30 min. inhibition, % at 20 µM. 190,000 tested, under 10 active;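 active = over 50% inhibition of intestinal alkaline phosphatase at 20 µM in the single-dose screen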
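test system = bovine IAP enzyme | medium = DEA buffer 100 mM, pH 9.8, with MgCl2 1.0 mM, ZnCl2 0.02 mM | detection = luminescence | dosing = single compound dose of 20 µM, 2% DMSO final | incubation = 30 min reaction at room temperature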
Active calls of the source: *; nt = not tested or not shown; & = joins results of further samples; ! = not confirmed by another sample.

SMILES	PPARg SRC-3 ag	S1P3 antag	DTT redox prof	PPARg SRC-2 ag	TR-FRET SRC-2 ct	ROMK mod	HMGR II inh	Lmaj promast	RAM network inh	PPARg SRC1 recr	bIAP inh
O=C(CCc1nnc(CCCc2ccccc2)o1)NCCc1ccco1	1	15	-0.2	6	1606	0.94	-4	-1	2.2	2	0
CN(Cc1ccccc1)C(=O)c1ccco1	2	-8	-0.4	0	1338	0.23	-1	-13	2.1	0	5
O=C(c1ccccc1)N1CCN(C(=O)c2ccccc2)CC1	-7	nt	0.9	-5	1431	nt	-6	-5	1.1	6	-11
Cc1cc(NC(=O)CCCC(=O)O)nc(C)n1	1	1	0.0	1	1503	0.14	-1	-5	0.4	-2	1
Cc1nn(-c2ccccc2)c(N2CCCCC2)c1/C=N/O	14	nt	1.9	-1	1575	0.035	-1	28	2.1	10	6
Cc1ccc(S(=O)(=O)N2CCC(C(=O)Nc3nnc(-c4ccc(F)cc4)s3)CC2)cc1	1	-5	-0.2	0	1641	0.49	-7	37	4.2	-7	-6
COC(=O)C1=C(C)NC(=O)/C1=C\c1cc(C)n(-c2ccc(F)cc2)c1C	2	6	0.7	6	1637	-0.48	-10	23	1.7	5	-2
CC(C)NC(=O)NC(=O)COc1cccc2c1OC(C)(C)C2	-2	0	-1.0	2	1619	0.031	3	-7	1.2	5	-3
COc1cc(OC)cc(C(=O)N[C@H](C(=O)Nc2ccc3c(c2)OCO3)C(C)C)c1	-3	-10	-0.1	0	1463	-0.28	-2	10	0.5	2	-1
S=c1nc(C2CC2)[nH]c2ccccc12	19	-8	-0.6	-1	1720	nt	-12	-7	1.4	6	11
CCCC(=O)NCCc1nc2ccccc2n1CCC	-5	-6	0.3	-9	1440	nt	-1	12	0.7	-4	5
CCOC(=O)C1=C(Cc2ccc(C)cc2)C(=O)c2ccccc2C1=O	7	nt	0.5	12	1462	-5.1*	2	14	9.6*	7	2
O=C(NC(=S)Nc1ccc2c(c1)OCO2)c1ccc(Cl)cc1	-6	-21	-0.3	-9	1472	0.31	0	-8	4.3	-12	nt
COCCN=C1NN=C(c2ccc(NC(C)=O)cc2)CS1	0	1	-0.3	3	1598	-0.019	-5	-4	1.3	-7	-8
Cc1ccc(NC(=O)C(NS(=O)(=O)c2cccc3nsnc23)C(C)C)nc1 (stereo not drawn)	9	nt	-1.1	-4	1697	nt	-5	2	1.6	5	6
O=C1CNC(=O)N1Cc1ccc(Br)cc1	-6	0	0.0	3	1504	0.77	-3	-7	0.0	6	3
COc1ccc(Br)cc1CNC(C)c1ccccc1 (stereo not drawn)	-6	12	-0.1	-6	1334	-1.5	-3	34	2.1	0	16
CCc1ccc2c(COC(=O)CNS(=O)(=O)c3ccc(NC(C)=O)cc3)cc(=O)oc2c1	4	6	-0.5	8	1636	nt	-8	-6	5.3	5	-2
CCCn1c(SCC(=O)Nc2nnc(C)s2)nnc1-c1ccoc1C	4	-39	-0.2	1	1569	1.1	0	-6	0.7	10	-5
O=C(c1ccc(CN2CCOCC2)cc1)N1CCC(Cc2ccccc2)CC1	12	nt	-0.6	-3	1544	-0.63	-5	87*	0.8	8	-4
Oc1ccc(CCC2CCCCN2Cc2nc(C3CC3)no2)cc1 (stereo not drawn)	2	-48	-0.5	7	1602	0.7	0	-3	0.8	5	1
CC1CCC(NC(=O)COc2ccccc2C(N)=O)CC1 (stereo not drawn)	5	nt	-0.6	10	1587	0.31	4	0	-0.9	3	-5
O=C(NCc1cccs1)c1csc2c1CCCCC2	-1	-2	1.4	5	1716	nt	0	8	-0.5	16	6
COc1ccc(Br)cc1C(=O)Nc1ccc(Cc2ccncc2)cc1	-8	nt	-7.8	6	1518	nt	-1	81*	nt	2	3
Cc1ccc(C(=O)NC(=S)NCc2cccnc2)c(C)c1	0	3	0.8	-2	1626	0.86	-9	14	-1.1	14	0

Exported as a markdown table: 9 of the compounds above
| structure | PPARg SRC-3 ag | S1P3 antag | DTT redox prof | PPARg SRC-2 ag | TR-FRET SRC-2 ct | ROMK mod | HMGR II inh | Lmaj promast | RAM network inh | PPARg SRC1 recr | bIAP inh |
| --- | --- | --- | --- | --- | --- | --- | --- | --- | --- | --- | --- |
| Cc1ccc(NC(=O)C(NS(=O)(=O)c2cccc3nsnc23)C(C)C)nc1 (stereo not drawn) | 9 | nt | -1.1 | -4 | 1697 | nt | -5 | 2 | 1.6 | 5 | 6 |
| O=C1CNC(=O)N1Cc1ccc(Br)cc1 | -6 | 0 | 0.0 | 3 | 1504 | 0.77 | -3 | -7 | 0.0 | 6 | 3 |
| COc1ccc(Br)cc1CNC(C)c1ccccc1 (stereo not drawn) | -6 | 12 | -0.1 | -6 | 1334 | -1.5 | -3 | 34 | 2.1 | 0 | 16 |
| CCc1ccc2c(COC(=O)CNS(=O)(=O)c3ccc(NC(C)=O)cc3)cc(=O)oc2c1 | 4 | 6 | -0.5 | 8 | 1636 | nt | -8 | -6 | 5.3 | 5 | -2 |
| CCCn1c(SCC(=O)Nc2nnc(C)s2)nnc1-c1ccoc1C | 4 | -39 | -0.2 | 1 | 1569 | 1.1 | 0 | -6 | 0.7 | 10 | -5 |
| O=C(c1ccc(CN2CCOCC2)cc1)N1CCC(Cc2ccccc2)CC1 | 12 | nt | -0.6 | -3 | 1544 | -0.63 | -5 | 87* | 0.8 | 8 | -4 |
| Oc1ccc(CCC2CCCCN2Cc2nc(C3CC3)no2)cc1 (stereo not drawn) | 2 | -48 | -0.5 | 7 | 1602 | 0.7 | 0 | -3 | 0.8 | 5 | 1 |
| CC1CCC(NC(=O)COc2ccccc2C(N)=O)CC1 (stereo not drawn) | 5 | nt | -0.6 | 10 | 1587 | 0.31 | 4 | 0 | -0.9 | 3 | -5 |
| O=C(NCc1cccs1)c1csc2c1CCCCC2 | -1 | -2 | 1.4 | 5 | 1716 | nt | 0 | 8 | -0.5 | 16 | 6 |

Continuation:
SMILES	PPARg SRC-3 ag	S1P3 antag	DTT redox prof	PPARg SRC-2 ag	TR-FRET SRC-2 ct	ROMK mod	HMGR II inh	Lmaj promast	RAM network inh	PPARg SRC1 recr	bIAP inh
Cn1c(=O)n(Cc2ccccc2Br)c2ccccc21	2	-10	-0.2	1	1488	0.8	5	0	1.4	5	-9
CCOCCCn1c(SCC(=O)Nc2cc(C(C)(C)C)nn2-c2ccccc2)nc2ccccc2c1=O	1	-6	-0.4	1	1301	-1.1	2	72*	2.0	1	6
Cc1ccc(S(=O)(=O)Nc2nc3cc(C)c(C)cc3[nH]2)cc1	2	-2	0.3	5	1675	0.14	-8	2	6.9	5	-1
CN(C)c1nc(SCCOC(=O)Nc2ccccc2)nc(N(C)C)n1	-7	-15	-0.1	-1	1510	-0.24	1	41	0.3	-12	-8
Cc1cc(C)c(C#N)c(SCC(=O)Nc2ccccc2C)n1	-8	-7	-0.1	-7	1463	1	0	-1	1.3	0	-12
C(#Cc1ccccc1)CN1CCN(c2ccccn2)CC1	-7	nt	-0.1	0	1552	-0.81	4	4	-1.1	-6	-3
CCCCNC(C(=O)Nc1ccc(Cl)c([N+](=O)[O-])c1)c1ccccc1 (stereo not drawn)	3	2	0.3	-2	1580	nt	-1	14	2.1	-1	-2
Cc1ccnc(NS(=O)(=O)c2ccc(NC(=O)Cc3cccs3)cc2)n1	3	-11	-0.7	3	1486	nt	-3	-9	3.9	5	7
COc1ccc(C2NC(=S)N(c3ccccc3)C(C)=C2C(=O)Nc2ccccc2)cc1 (stereo not drawn)	-6	nt	0.2	4	1550	0.3	1	100*	1.4	3	2
Cc1nc(NCC2CCCO2)c2nnn(Cc3ccccc3)c2n1 (stereo not drawn)	-5	-54	1.3	-1	1630	nt	2	0	1.4	2	-2
CN(C(=O)c1ccccn1)c1nnc(-c2ccncc2)s1	11	2	2.9	8	1439	nt	nt	-5	nt	2	nt
O=C(N/N=C/c1ccc[nH]1)c1cc(-c2ccc(Cl)cc2)nc2ccccc12	-1	6	-0.2	3	1555	0.1	-5	90*	2.5	2	-21
COCCn1c(SCC(=O)NNC(=O)c2ccc(OC)c(OC)c2)nc2ccccc2c1=O	3	-19	-0.1	3	1656	1.5	-5	-4	1.6	8	-61
COc1ccc(C2=C(CN(C)C)C(c3ccccc3)c3ccccc3O2)cc1 (stereo not drawn)	-10&15	nt	1.7&-4.6	-3&12	1496&1559	0.16	1&-3	100*!	0.6&0.2	1&8	-5&-3
C(=C\c1ccccc1)/C=N/Nc1nncc(-c2ccccc2)n1	0	-6	1.1	0	1711	nt	-3	2	6.8	7	nt
C/C(=N\N=C1/NC(=O)C(C)S1)c1ccco1 (stereo not drawn)	5	2	-1.5	13	1701	1.5	-6	-6	1.9	9	1
CCCC(=O)Nc1ccccc1N1CCN(C(=O)c2ccccc2)CC1	9	nt	-0.6	15	1852	-0.26	-5	21	2.0	11	-12
CCCCNC(=O)CCc1nc2cccnc2n1Cc1ccc(OC)cc1	-4	nt	0.0	0	1430	-0.21	-1	17	1.5	0	4
COc1ccc(/C=N/NC(=O)COc2cccc3cccnc23)cc1OC	2	17	-2.2	8	1472	-0.074	-8	-2	-1.2	-2	4
COc1ccc2[nH]c(=O)c(CN(C(=O)COc3ccccc3)C(C)C)cc2c1	1	-13	-0.2	0	1482	nt	-1	50	2.7	-6	5
O=c1c(Cc2ccc(F)cc2)c(O)ccn1Cc1cccc(Cl)c1	8	nt	2.9	-3	1489	nt	-2	12	2.3	2	2
COc1ccc(NC(=O)COc2ccc(/C=N/NC(=O)c3cccnc3)cc2OC)cc1	-1	4	0.2	-7	1528	nt	-6	55*	0.9	0	23
COc1ccc(NC(=S)N(CCCN2CCCCC2)Cc2cccs2)cc1	0	5	-0.6	-6	1559	-2.2	-8	83*	0.4	9	-4
CC1CCCN(C(=O)Cn2cnc3c2c(=O)n(C)c(=O)n3C)C1 (stereo not drawn)	-12	nt	0.2	-12	1256	-0.05	-2	-3	0.5	-1	14
COc1ccc(OCC(=O)Nc2ccc(S(=O)(=O)N3CCN(C)CC3)cc2)cc1	-3	12	-0.6	0	1548	0.036	-4	-6	0.5	-1	-5
O=C(CSc1nnc(-c2ccncc2)n1-c1ccc(Cl)cc1)Nc1ccc(C(=O)O)cc1	1	-23	-0.6	-3	1629	-0.034	-2	-8	3.1	-5	7
COc1ccc(-c2nn(-c3ccccc3)cc2C(=O)N2c3ccc(C)cc3C3CN(C)CCC32)cc1 (stereo not drawn)	1	-12	-2.3	12	1787	-0.021	2	59*	0.0	5	-24
O=C(O)c1cccc(NC(=S)NC(=O)C(c2ccccc2)c2ccccc2)c1	-4	nt	1.9	3	1486	nt	-2	-11	2.5	-8	3
COc1ccc(O)c(-c2cc(-c3ccccc3[N+](=O)[O-])[nH]n2)c1	1	1	-0.5	3	1552	nt	-1	17	2.7	0	1
